Source: PubChem
DT40 TDP1 CPT: DT40-hTDP1 cell growth loss with CPT; chicken DT40 Tdp1-/-;hTDP1 cells + 20 nM CPT, ATP luminescence, 48 h; AID 686979; hit rate 12% among 420,000; Potency, µM (highest dose often 46.2 µM), inactives show top-dose activity change, negative = growth inhibition, usual class: inhibitors; active means well fitted inhibition curve with a large enough effect; inconclusive means small, poorly fitted or top-dose-only effect; further: nearly all actives have a fitted effect of over 55% in size
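Chicken DT40 Tdp1-/- cells complemented with human TDP1, 400 cells/well, exposed to compounds plus 20 nM camptothecin for at least 48 h at 37 C; viability read as ATP content by CellTiter-Glo luminescence.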
* marks the source's active call; other numbers are inactive results; u = inconclusive; [ ] = remark or other dose. On the % scale 0 is the no-effect control and ±100 the full control effect; potency means the concentration at half of the fitted maximal effect. Some of the compounds tested. The share of hits here may be higher or lower than overall.

SMILES	DT40 TDP1 CPT
COC(=O)[C@]12CCCCC=C1N(Cc1ccco1)C(=O)[C@H](CC(=O)NCCCCc1ccccc1)C2	u
COc1ccc([C@H]2CC(=O)C[C@@H](CCn3cc(C(C)C)nn3)O2)cc1	-8%
CCOC(=O)C1(C)CCN1C(=O)c1ccc(C(C)(C)C)cc1 (stereo not given)	16µM*
CCCn1c(C)cc(C(=O)CN2C(=O)c3ccccc3S2(=O)=O)c1C	u
COC(=O)c1cn(-c2nc3ccccc3s2)nn1	u
CC(C)(C)OC(=O)N1CCc2onc(-c3ccc(Br)cc3)c2C1=O	-30%
C[C@@H]1CN([C@@H](C)CO)C(=O)CCCn2nncc2CO[C@H]1CN(C)S(=O)(=O)c1ccc(-n2cccn2)cc1	1%
COc1cc(C(=O)NC(=S)Nc2ccc3ccccc3c2)cc(OC)c1OC	23µM*
O=C1NC[C@@H](CCCCN2C[C@H](Cc3ccc(O)cc3)N(Cc3ccccc3)C(=O)C2=O)N(CCC2CCCCC2)C1=O	-7%
CC(C=CC(O)=C1C(=O)CNC1=O)=C[C@@H](C)C1OC2(C)OC(C(=O)C3O[C@@]32C)C1C (stereo not given in full)	-1%
Cc1cc(O)cc(O)c1/C=N/NC(=O)c1ccc2c(c1)OCCO2	5.8µM*
Cc1cc(-c2ccc(Br)cc2)n2nc(C)cc2n1	-23%
CCNC(=S)Nc1ccc2c(c1)c(=O)n(C)n2Cc1ccc(Cl)cc1	u
CO[C@@H]1CN(C)C(=O)c2ccc(NC(=O)c3ccccc3F)cc2OC[C@@H](C)N(CC2CCOCC2)C[C@@H]1C	-6%
CCOC(=O)C1c2cccc(O)c2CCN1C(C)=O (stereo not given)	61%[activator]
Fc1ccc(-c2nc3ccc(Cl)cn3c2Cc2ccccc2)cc1	u
CC(C)NC(=O)C1(C)CN(S(C)(=O)=O)CC(=O)N1CCc1ccccc1 (stereo not given)	5%
NC(=S)NN=Cc1nccc2c(C(F)(F)F)cccc12	0.52µM*
CC(C)N=C1CCCC1C(=S)SSC(=S)C1CCCC1=NC(C)C (stereo not given)	0.037µM*
CCNC(=O)c1cc2c(c(-c3cccc(-c4cc5ccccc5o4)c3)n1)[C@H](CCO)N(C(=O)NC(C)C)C2	21µM*
COc1ccc(C(Cl)=C(C=O)c2ccc(OC)c(OC)c2)cc1OC	u
CC1CCCC(C)N1C(=O)COC(=O)c1ccccc1C(=O)c1ccccc1 (stereo not given)	-18%
O=C(CC[C@H]1O[C@@H](n2ccc(=O)[nH]c2=O)[C@H](O)[C@@H]1O)NCCN1CCOCC1	0%
COc1cc(CNc2ncnc3c2ncn3[C@H]2CN(Cc3cccc(C(F)(F)F)c3)C[C@@H](COC(C)=O)O2)cc(OC)c1OC	u
COc1ccc(CSc2n[nH]c(=O)[nH]c2=O)cc1	-2%
COC(=O)C1(C)COP(=O)(Nc2ccc(OC)cc2)OC1 (stereo not given)	-27%
O=C(Nc1cccc(S(=O)(=O)C(F)(F)F)c1)[C@H]1C[C@H](O)[C@@H](CO)O1	-13%
COc1cccc(CN2CCC2(C)C(=O)NCc2cccc(C(F)(F)F)c2)c1OC (stereo not given)	13µM*
COC(=O)C1=CN(c2ccc(OC)cc2OC)C(N)=C(C#N)C1c1cccc([N+](=O)[O-])c1 (stereo not given)	0.37µM*
COc1cccc(-c2ccc3c(c2)N(Cc2ccccc2OC)C(=O)C(C)S3)c1 (stereo not given)	26µM*
O=C(C(=O)N1CCN(c2ccncc2)CC1)c1cccc(Br)c1	15µM*
Cn1c(C2CCC2)nc2cc(C(=O)N3CCOc4ccccc4C3)cc(NC(=O)C3CCCO3)c21 (stereo not given)	24%[9.04 µM]
C[C@@H]1CN([C@@H](C)CO)C(=O)CCCn2nncc2CO[C@@H]1CN(C)S(C)(=O)=O	24%
CC1(C(=O)NS(=O)(=O)c2ccc(Cl)s2)CCN1C(=O)c1ccc(C2CCCCC2)cc1 (stereo not given)	-6%
CCCCCCCCOc1ccccc1C(=O)Nc1ccc(C(=O)OCC[N+](C)(CC)CC)cc1	u
CC(C)CC1C(=O)N(Cc2cn(CC3CCCCC3)nn2)CCS(=O)(=O)N1Cc1ccc(-c2ccncc2)cc1 (stereo not given)	u
COc1cc2c(=O)[nH]c3cc([N+](=O)[O-])ccc3c2cc1[N+](=O)[O-]	8.2µM*
CCOc1cc(OCC)c(C(=O)CCC(=O)O)cc1OCC	0%
Cc1ccc2nc(-c3ccc(C#N)cc3)c(Cc3cccc(Cl)c3)n2c1	18µM*
Nc1nccc2c1ncn2C1OC(CO)C(O)C1O (stereo not given)	7.3µM*
Cc1cccc(C)c1NC(=O)C(c1ccccc1)N(C)CCc1ccccc1 (stereo not given)	u
COc1cc(=O)n2c(c1C(=O)N(C)Cc1nonc1C)CCN(Cc1cccc(Cl)c1)CC2	4%[9.04 µM]
Cc1cc(C)cc(Cn2cc(CN3CC(N4CCCC4)CS3(=O)=O)nn2)c1 (stereo not given)	0%
Cc1cccc(C(O)c2ncc(-c3ccc(F)cc3)[nH]2)c1C (stereo not given)	u
COC(=O)C[C@@H]1C=C[C@@H](NC(=O)Nc2cccc(F)c2)[C@@H](CO)O1	-118%
Cc1ccc(S(=O)(=O)NN(Cc2ccccc2)Cc2ccccc2)cc1	18%
COCCNC(=O)C1(C)CCCN(Cc2csc3ccccc23)C1 (stereo not given)	u
CNC(C)[C@@H]1CC[C@@H](N)[C@@H](O[C@H]2[C@H](O)[C@@H](O[C@H]3OC[C@](C)(O)[C@H](NC)[C@H]3O)[C@H](N)C[C@@H]2N)O1 (stereo not given in full)	-18%[21.1 µM]
COc1cc(OC)nc(Nc2nc(C(N)CCc3ccccc3)cs2)n1 (stereo not given)	26µM*
Cc1cccc(-c2cc(NCCc3cccnc3)n3nccc3n2)c1	-17%
CN(C)c1ncnc2c1ncn2[C@H]1CN(Cc2ccc(Cl)cc2)C[C@@H](CO)O1	u
Fc1cccc(Cc2c(-c3ccco3)nc3ccc(Cl)cn23)c1	u
CCc1nc2ccc(C(=O)NCCc3ccccn3)cn2c1N(CC)Cc1cccc(Br)c1	8.2µM*
COc1cccc(C(=O)N2CCC[C@H]2C(=O)N2CCC[C@H]2C(=O)NCc2ccncc2)c1	-8%
C[C@@H]1CN([C@@H](C)CO)C(=O)c2cc(-c3ccncc3)cnc2O[C@H]1CN(C)C(=O)c1cccc(F)c1	2%
O=C1c2ccccc2C(c2nnnn2C2CCCCC2)N1CCc1ccc(O)cc1 (stereo not given)	-19%
Cc1ccc(-c2nn(-c3ccccc3)cc2C=C2SC(=S)N(CCS(=O)(=O)O)C2=O)cc1	-23%
CC(C)(C)c1ccc(C(=O)N2CCC2(C)C(=O)Nc2ccc3[nH]ncc3c2)cc1 (stereo not given)	21µM*
CNc1cncc(-c2c(OC)cccc2OC)n1	u
Nc1cc(C(=O)N2CCN(c3ccccc3Cl)CC2)ccc1N1CC2CC(C1)c1cccc(=O)n1C2 (stereo not given)	-25%

Next results follow:
SMILES	DT40 TDP1 CPT
CCCCN(C=O)c1c(CC)nc2c(OCc3ccc(C(F)(F)F)cc3)cccn12	12µM*
COc1ccc(C(C)(NC(C)=O)c2nc(-c3ccc(S(C)(=O)=O)cc3)cs2)cc1 (stereo not given)	u
CC(C)(C)c1ccc(S(=O)(=O)NC(=O)C2(C)CCN2C(=O)C2(c3ccccc3)CC2)cc1 (stereo not given)	-9%
CCOC(=O)C1CCCN(C(=O)c2cccc(C(F)(F)F)c2)CC1 (stereo not given)	5%
COc1ccc(C(=O)c2[nH]c(N)c(C(=O)NCCc3c[nH]c4ccccc34)c2-c2ccc(Cl)c(F)c2)cc1	u
Cc1ccccc1NC(=O)C(C)Sc1nnc(CN2CCCC2)n1Cc1ccccc1 (stereo not given)	u
CN1OC[C@@H]2CN(C(=O)CCc3ccccc3)[C@H](c3ccccc3Br)C[C@@H]21	-22%
CCOC(=O)C1=C[C@@H](c2ccccc2)N(S(=O)(=O)c2ccc(C)cc2)[C@H]1c1cccc(Cl)c1	u
COc1ccc(C(C)(NC(C)=O)c2nc(-c3cc(F)cc(F)c3)cs2)cc1 (stereo not given)	16µM*
C[C@H](O)C#Cc1ccc2c(c1)O[C@@H](CN(C)C(=O)c1ccncc1)[C@@H](C)CN([C@H](C)CO)S2(=O)=O	u
CCc1nc2ccc(C(=O)NCCc3c[nH]c4ccccc34)cn2c1N(C=O)CCC(C)C	21µM*
O=S(=O)(NC1CCCC1)c1ccc(F)cc1F	-1%
CC(C)c1ccc(CC(=O)N2CCC2(C)C(=O)Nc2ccc3c(c2)OCO3)cc1 (stereo not given)	u
CC(C(=O)NC1CCCC1)n1c(C2CC2)nc2ccccc21 (stereo not given)	-21%
Cc1ccnc(NS(=O)(=O)c2ccc(NC(=O)c3cccc(Cl)c3)cc2)n1	-21%
Cc1ccc(S(=O)(=O)NCCc2nnc3ccc(N4CCOCC4)nn23)cc1	-11%
Cc1cnc(CNC(=O)c2ccc3sc([C@@H]4O[C@H](CO)[C@H](O)[C@H](O)[C@H]4O)nc3c2)cn1	3%
COc1ccccc1CC(=O)NCC1Cc2cc(F)cc(-c3cncnc3)c2O1 (stereo not given)	20%[9.04 µM]
CC(C)[C@@H](CO)NC(=O)[C@H]1O[C@@H](n2cnc3c(N)ncnc32)[C@H](O)[C@@H]1O	-16%
O=C(CNC(=O)N1CC(=O)Nc2ccccc21)Nc1ccc(Br)cc1F	7%
O=C1[C@H]2[C@@H](c3ccc(C(F)(F)F)cc3)N[C@]3(CCCN(CC4CCCCC4)C3=O)[C@H]2C(=O)N1Cc1ccccc1	23µM*
Cc1ccc(S(=O)(=O)NC(=O)C2(C)CCN2C(=O)c2ccccc2)nc1 (stereo not given)	14%
Cc1ccc(-c2cc3nc(C)cc(N4CCN(C(=O)c5ccoc5)CC4)n3n2)cc1	u
CCc1nc2cc(C(=O)NCC3CCS(=O)(=O)C3)cc(NC(=O)c3ccccc3OC)c2n1C (stereo not given)	7%[9.04 µM]
COc1cccc(C(C)(O)c2nc(-c3ccc(S(C)(=O)=O)cc3)cs2)c1 (stereo not given)	u
COc1ccc(NC(=O)COC(=O)Cc2cccs2)cc1Cl	16%
COCC#Cc1ccc2c(c1)O[C@@H](CN(C)C(=O)Nc1ccc(OC)cc1)[C@H](C)CN([C@H](C)CO)S2(=O)=O	16%
OCCNc1ncnc2c1ncn2[C@H]1CN(Cc2ccc(Cl)cc2)C[C@@H](CO)O1	-29%
O=S(=O)(Nc1ccc(NS(=O)(=O)c2ccccc2)c2ccccc12)c1ccccc1	-17%
CCc1ccc(C#CC2=CC(=O)CC(C)(C)C2)cc1	u

Continued, starting with the last 6 of the part before.
SMILES	DT40 TDP1 CPT
COc1cccc(C(C)(O)c2nc(-c3ccc(S(C)(=O)=O)cc3)cs2)c1 (stereo not given)	u
COc1ccc(NC(=O)COC(=O)Cc2cccs2)cc1Cl	16%
COCC#Cc1ccc2c(c1)O[C@@H](CN(C)C(=O)Nc1ccc(OC)cc1)[C@H](C)CN([C@H](C)CO)S2(=O)=O	16%
OCCNc1ncnc2c1ncn2[C@H]1CN(Cc2ccc(Cl)cc2)C[C@@H](CO)O1	-29%
O=S(=O)(Nc1ccc(NS(=O)(=O)c2ccccc2)c2ccccc12)c1ccccc1	-17%
CCc1ccc(C#CC2=CC(=O)CC(C)(C)C2)cc1	u
COc1ccc(-c2ccc3nccn3c2)cc1	-19%
CC(C)Cc1cc(C(=O)NCC2Cc3cc(F)cc(-c4ccccn4)c3O2)no1 (stereo not given)	11%[9.04 µM]
COc1ccc(NC(=O)Nc2nc(C(N)Cc3ccc(C(F)(F)F)cc3)cs2)cc1 (stereo not given)	u
COc1cccc(-c2ccnc(-n3ncc(C(=O)NCc4cccnc4)c3C3CC3)n2)c1	-9%[9.04 µM]
Cc1cnc(C(=O)NCc2c(C)ncc3c2CCN(C(=O)/C=C/c2cccs2)C3)cn1	0.0046µM*
Cc1cccc(S(=O)(=O)NC(=O)C2(C)CCN2C(=O)Cc2ccc(-c3ccccc3)cc2)c1 (stereo not given)	4%
O=C(COC(=O)c1cc(S(=O)(=O)N2CCOCC2)ccc1F)Nc1ccccc1C(F)(F)F	-12%
O=C(NCCc1cccc(F)c1)C1CC(O)CN1C(=O)Nc1ccccc1 (stereo not given)	-14%
O=C(Nc1cc(S(=O)(=O)N2CCOCC2)ccc1N1CCCC1)c1ccccc1F	2%
COc1ccc(-c2c(C(=O)c3ccccc3)[nH]c(N)c2C(N)=O)cc1OC	u
C[C@@H](O)[C@H]1C(=O)N2C(C(=O)O)=C(S[C@@H]3CN[C@H](CNS(N)(=O)=O)C3)[C@H](C)[C@H]12	u
O=C1NC[C@@H](CCCCN2C[C@H](Cc3ccc(O)cc3)N(CCc3ccc(O)cc3)C(=O)C2=O)N(CCc2ccccc2)C1=O	-19%
O=S1(=O)N[C@@H](Cc2ccccc2)COc2cccc(N3CCC[C@H]3CO)c21	u
CCOC(=O)C1(Cc2ccccc2)CCCN(C(=O)COc2ccccc2OC)C1 (stereo not given)	23µM*

In the list so far, these contain an NH in an aromatic ring.
SMILES	DT40 TDP1 CPT
O=C(CC[C@H]1O[C@@H](n2ccc(=O)[nH]c2=O)[C@H](O)[C@@H]1O)NCCN1CCOCC1	0%
COc1ccc(CSc2n[nH]c(=O)[nH]c2=O)cc1	-2%
COc1cc2c(=O)[nH]c3cc([N+](=O)[O-])ccc3c2cc1[N+](=O)[O-]	8.2µM*
Cc1cccc(C(O)c2ncc(-c3ccc(F)cc3)[nH]2)c1C (stereo not given)	u
CC(C)(C)c1ccc(C(=O)N2CCC2(C)C(=O)Nc2ccc3[nH]ncc3c2)cc1 (stereo not given)	21µM*
COc1ccc(C(=O)c2[nH]c(N)c(C(=O)NCCc3c[nH]c4ccccc34)c2-c2ccc(Cl)c(F)c2)cc1	u
CCc1nc2ccc(C(=O)NCCc3c[nH]c4ccccc34)cn2c1N(C=O)CCC(C)C	21µM*
COc1ccc(-c2c(C(=O)c3ccccc3)[nH]c(N)c2C(N)=O)cc1OC	u
